# High-throughput results from PubChem BioAssay.
# POLI inh: qHTS for Inhibitors of Polymerase Iota; Potency, µM (doses to about 115 µM), for the others: at the highest dose activity, negative = inhibition, hits mostly inhibitors; 390,000 tested, 1% active; DNA polymerase iota (Homo sapiens), Q9UNA4; Pol iota fluorescent replication assay, 10 min; further: potency means the concentration at half of the fitted maximal effect
#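 Fluorescent replication assay read twice, at 0 min and 10 min after adding 50 nM (final) substrate. Enzyme (10 nM) and compounds were first incubated 15 min at room temperature; enzyme-free buffer wells were negative controls.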
# Anesthetic bind: qHTS Assay for Identification of Novel General Anesthetics. Potency, µM (highest dose often 77.5 µM), without a hit: at the top dose activity change, negative = displacement, most hits filed as inhibitors. 350,000 tested, 0.074% active. apoferritin/1-aminoanthracene competitive binding, fluorescence. Ferritin light chain (Equus caballus), P02791; further: potency means the concentration at half of the fitted maximal effect; on the % scale 0 is the no-effect control and ±100 the full control effect; nearly all actives have a fitted effect of over 20% in size
# Target sequence (P02791 2-175 limits assumed): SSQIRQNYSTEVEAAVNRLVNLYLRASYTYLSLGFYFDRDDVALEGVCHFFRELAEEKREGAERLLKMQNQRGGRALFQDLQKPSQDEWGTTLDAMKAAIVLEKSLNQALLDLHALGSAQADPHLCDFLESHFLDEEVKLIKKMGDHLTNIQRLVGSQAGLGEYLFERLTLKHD
#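 Apoferritin-based anesthetic binding model; compound displacement of fluorescent 1-AMA measured as endpoint fluorescence after 10 minutes at room temperature, scaled to free-ligand and complex controls.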
# APE1 inh: qHTS Assay for Inhibitors of the Human Apurinic/apyrimidinic Endonuclease 1 (APE1). Potency, µM (titrated, usually from 65.8 µM), without a hit: at the top dose activity change, negative = inhibition, hits mostly inhibitors. DNA repair nuclease/redox regulator APEX1 (Homo sapiens), P27695. 350,000 tested, 0.35% active. AID 2517, 2012. recombinant APE1, TAMRA/BHQ-2 abasic DNA cleavage fluorescence;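 further: potency means the concentration at half of the fitted maximal effect; plate controls were vehicle for no effect and reference inhibitor for full effect; nearly all actives have a fitted effect of over 55% in size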
#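 Readout is kinetic fluorescence (ex 525, em 598 nm) from cleavage of 50 nM TAMRA/BHQ-2 THF abasic duplex by 0.75 nM APE1, compound added 15 min beforehand at RT.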
# Pol eta inh: qHTS for Inhibitors of Polymerase Eta. DNA polymerase eta (Homo sapiens), Q9Y253. recombinant Pol eta, fluorescent DNA replication assay. Potency, µM (top dose mostly 114 µM), inactives show at the highest dose activity change, negative = inhibition, actives largely listed as inhibitors. 390,000 tested, 1.2% active. AID 588591, 2011; further: potency means the concentration at half of the fitted maximal effect; on the % scale 0 is the no-effect control and ±100 the full control effect
#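 Pol eta (10 nM) was preincubated with compounds for 15 min at room temperature, after which fluorescent replication substrate (50 nM final) was added to start the reaction. Fluorescence was read kinetically at 0 and 10 min.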
# POLB inh: qHTS Assay for Inhibitors of DNA Polymerase Beta | Pol beta primer extension/strand displacement, fluorescence kinetic | Potency, µM (highest dose often 114 µM), without a hit: top-dose activity change, negative = inhibition, most hits filed as inhibitors | 340,000 tested, 1.3% active | AID 485314, 2010; further: potency means the concentration at half of the fitted maximal effect; on the % scale 0 is the no-effect control and ±100 the full control effect
#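 Homogeneous kinetic assay of primer extension and strand displacement by 10 nM Pol beta, preincubated 15 min at room temperature with compound before 50 nM substrate (final) was added. Read at 0 and 10 min; four-parameter Hill fit.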
# LDHA inh: qHTS assay for inhibitors of human lactate dehydrogenase; 480,000 tested, 0.15% active; purified LDHA, NADH/diaphorase-resazurin fluorescence; active compounds read low; activity change, % (values are at about 110 or 230 µM); AID 1347041, 2019; L-lactate dehydrogenase A chain (Homo sapiens), P00338; in the data active means activity change below about -30%; inconclusive means mostly about -25% to -30%;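 further: plate controls were DMSO wells for no effect and wells without enzyme for full effect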
#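 Enzyme activity of human lactate dehydrogenase 5 (2 nM; 0.06 mM NADH, 0.2 mM pyruvate, 5 min, RT) is measured via a resazurin/diaphorase fluorescence readout of residual NADH.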
# POLK inh: qHTS for Inhibitors of Polymerase Kappa; DNA polymerase kappa (Homo sapiens), Q9UBT6; purified Pol kappa, fluorescent DNA synthesis assay, 10 min; Potency, µM (titrated, usually from 107 µM), without a hit: top-dose activity, negative = inhibition, hits mostly inhibitors; 400,000 tested, 0.53% active; AID 588579, 2011; further: potency means the concentration at half of the fitted maximal effect; on the % scale 0 is the no-effect control and ±100 the full control effect
# Target sequence (Q9UBT6 whole entry, looked up): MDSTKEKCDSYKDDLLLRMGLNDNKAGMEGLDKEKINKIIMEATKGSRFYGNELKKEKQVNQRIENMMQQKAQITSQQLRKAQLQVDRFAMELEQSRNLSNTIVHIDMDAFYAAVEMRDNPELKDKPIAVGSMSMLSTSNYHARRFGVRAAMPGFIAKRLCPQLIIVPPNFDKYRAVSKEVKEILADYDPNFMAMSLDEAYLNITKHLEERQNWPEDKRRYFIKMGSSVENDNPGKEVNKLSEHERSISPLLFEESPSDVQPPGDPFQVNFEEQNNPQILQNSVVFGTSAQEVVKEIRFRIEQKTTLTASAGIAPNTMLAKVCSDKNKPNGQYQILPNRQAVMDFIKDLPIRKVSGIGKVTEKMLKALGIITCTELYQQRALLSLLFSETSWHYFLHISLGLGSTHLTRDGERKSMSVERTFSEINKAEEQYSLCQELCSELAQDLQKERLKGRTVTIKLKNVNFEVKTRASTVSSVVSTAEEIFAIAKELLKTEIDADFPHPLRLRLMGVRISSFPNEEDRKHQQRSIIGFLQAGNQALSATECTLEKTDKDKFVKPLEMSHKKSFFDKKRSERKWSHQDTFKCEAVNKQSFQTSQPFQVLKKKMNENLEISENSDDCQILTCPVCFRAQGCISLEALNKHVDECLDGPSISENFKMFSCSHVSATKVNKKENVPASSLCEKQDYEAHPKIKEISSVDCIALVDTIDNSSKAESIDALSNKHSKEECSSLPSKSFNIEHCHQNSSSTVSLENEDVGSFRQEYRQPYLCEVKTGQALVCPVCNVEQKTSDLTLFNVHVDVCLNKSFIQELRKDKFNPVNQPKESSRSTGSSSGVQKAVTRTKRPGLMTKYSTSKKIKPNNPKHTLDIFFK
#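 Kinetic fluorescence readout at 0 and 10 min followed reaction start with substrate at 50 nM final. Beforehand, enzyme (10 nM Pol kappa) stood 15 min with compound at room temperature; buffer-only wells were negative controls.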
# BLM inh: qHTS Assay for Inhibitors of Bloom's syndrome helicase (BLM); recombinant BLM DNA unwinding, fluorescence dequenching; Potency, µM (highest dose often 56.1 µM), inactives show at the top dose activity change, negative = inhibition, most hits filed as inhibitors; RecQ-like DNA helicase BLM (Homo sapiens), P54132; AID 2528, 2010; 350,000 tested, 0.2% active;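 further: potency means the concentration at half of the fitted maximal effect; plate controls were vehicle for no effect and no enzyme for full effect; nearly all actives have a fitted effect of over 35% in size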
# GRP78 ERSR act: qHTS for Inducers of the Endoplasmic Reticulum Stress Response (ERSR) in Human Glioma: qHTS. Potency, µM, for inactives: at the highest dose activation, usual class: activators. 420,000 tested, 0.02% active. U87-MG GRP78 promoter luciferase reporter, 16 h. AID 602332, 2012; further: potency means the concentration at half of the fitted maximal effect; series mostly up to about 76 µM; % of control where 0% means no effect; nearly all actives have a fitted effect of over 35% in size
#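 Stably transfected U87-MG glioma cells carrying a GRP78-based luciferase sensor; 16 h compound incubation. Luminescence end-point read 10 min after Bright-Glo addition at room temperature.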
# * marks the source's active call; other numbers are inactive results; u = inconclusive; x = not tested or not shown; & = joins results of further samples; [ ] = another dose, or the depositor's remark. Unless noted, the call rests on the fitted dose curve; in most records, active means well fitted curve in the direction sought with a large enough effect; inconclusive means small, poorly fitted or top-dose-only effect, or another doubt; inactive means no such curve, though single readings can be large; an effect the other way counts as inactive or inconclusive.
SMILES,POLI inh,Anesthetic bind,APE1 inh,Pol eta inh,POLB inh,LDHA inh,POLK inh,BLM inh,GRP78 ERSR act
CSCCC(NS(=O)(=O)c1ccc2ccccc2c1)C(=O)O (configuration not stated),u,-8%,3%,-3%,2%,-3,-7%,-4%,-2%
COc1ccc(NC(=O)c2cc(S(=O)(=O)N3CCOCC3)ccc2C)cc1S(=O)(=O)N1CCOCC1,-1%,x,21%,3%,x,2,-3%,x,-4%
CC(=O)NS(=O)(=O)c1ccc(NC(=O)/C=C/c2ccco2)cc1,62%[activator],-6%,u,-1%,u,-9,-15%,-1%,1%
Cc1ccc(S(=O)(=O)c2nc(-c3cccc(C)c3)oc2N2CCCCC2)cc1,-12%,37%[activator],x,-10%,32%,-13,-6%,-9%,0%
COc1cc(C(=O)Nc2sc3c(c2C(=O)NCc2ccco2)CCCC3)cc(OC)c1OC,2%,-7%,3%,3%,-29%,-6,5%,1%,-2%
Cc1nc(-c2noc(-c3ccccc3Cl)n2)c(C(F)(F)F)o1,28%,-3%,-5%,-23%,0%,1,-6%,-5%,12%
COc1cc(C(=O)Nn2c(CC(C)C)nc3ccccc3c2=O)cc(OC)c1OC,127%[activator],-15%,33%,5%,-1%,-9,-6%,-10%,-2%
CCC(C)(C)n1nnnc1C(C(C)C)N(CCN1CCOCC1)Cc1cc2cccc(C)c2[nH]c1=O (configuration not stated),-4%,-7%,2%,-9%,u,2,11%,-6%,-3%
Nc1nc(-c2ccccn2)nc(N)c1Cc1ccc(Cl)cc1Cl,38%[activator],-6%,-1%,-18%,12%,6,-3%,-3%,3%
CC(=O)Oc1ccc2c3c(c(=O)oc2c1)CCCC3,13%,-3%,26%,-18%,1%,-2,-8%,-3%,-1%
O=C(c1ccc(Br)o1)N1CCN(c2ccc3nnc(-c4ccc(F)cc4)n3n2)CC1,38%[activator],-4%,-5%,u,-4%,-5,-44%,-1%,-2%
CCc1ccc(S(=O)(=O)Nc2ccc3c(c2)sc(=O)n3C)cc1,28%,-3%,x,-13%,4%,2,-5%[60.1 µM],-1%,-2%
O=C(CN1c2ccccc2S(=O)(=O)c2ccccc21)Nc1ccccc1Cl,-16%,-8%,x,4%,-27%,1,-15%,-5%,-3%
O=C(Cc1ccccc1)Nn1c(O)c(/C=C2\C=Nc3ccccc32)sc1=S,-12%,4%,17%,-3%,u,-9,-20%,-1%,-1%
CC12CCC(C(=O)NCCCn3ccnc3)(OC1=O)C2(C)C (configuration not stated),10%,0%,0%,0%,1%,-7,0%,1%,-8%
OCCN(Cc1ccccc1)Cc1ncccc1O,54%[activator],x,x,-3%,x,-6,10%,x,-6%
NC(N)=Nc1nc2ccc(Br)cc2c(=O)[nH]1,63%[activator],-2%,13%,-6%,3%,-5,-4%,-2%,0%
OC1(c2cccs2)CN(c2ccc(Br)cc2)C2=[N+]1CCCS2 (configuration not stated),20%,-6%,-1%,-17%,23%,-7,-8%,2%,-3%
COc1ccc(CCNC(=O)c2cc3ccccn3n2)c(OC)c1OC,5%,-7%,0%,-13%,-5%,0,2%,1%,-1%
COCCNc1ncnc2c1cnn2-c1ccc(Cl)cc1,12%,-5%,-7%,-21%,15%,-6,-1%,-5%,-6%
O=S(=O)(NCC1CN(S(=O)(=O)c2c(F)cccc2F)C1)c1ccc2c(c1)OCCO2,u,x,7%,-8%,x,-15&-3,-16%,x,-6%
COC(=O)C1CCN(S(C)(=O)=O)CC1,-4%,2%,2%,-14%,0%,-3,-4%,3%,-3%
COc1ccc(C)cc1S(=O)(=O)N1CCC(C(=O)NCCC2=CCCCC2)CC1,13%,u,5%,-7%,2%,2,-6%,-13%,-9%
CCC(=O)N1CCc2cc(Br)cc(S(=O)(=O)CCC(=O)NCCc3ccc(OC)c(OC)c3)c21,14%,-11%,x,-14%,5%,-1,-1%,2%,-4%
CCC1=Nc2cc(C(=O)NCc3ccco3)ccc2Sc2ccc(Cl)cc21,5%,2%,-3%,u,1%,-3,-9%,-6%,-5%
# Next part:
SMILES,POLI inh,Anesthetic bind,APE1 inh,Pol eta inh,POLB inh,LDHA inh,POLK inh,BLM inh,GRP78 ERSR act
O=C(CCC1CCCCC1)NCc1cccs1,49%[activator],u,-2%,3%,-1%,-7,-6%,-2%,3%
CCN(Cc1ccccc1)C(=O)COc1cc(=O)n(CC)c2ccccc12,29%,-8%,0%,7%,-1%,-2,1%,0%,-1%
O=C(c1cc(Cl)ccc1OCc1ccccc1)N1CCOCC1,54%[activator],-6%,-10%,-25%,18%,-3,2%,-2%,2%
O=C(O)c1cc(/C=C/c2ccc(N3CCOCC3)cc2)nc2ccccc12,40%[activator],0%,-3%,-13%,4%,4,-5%,1%,-15%
Cc1cc(CNC(=O)C2(C(F)(F)F)C/C(=C\Cc3ccccc3)CCCO2)nn1C (configuration not stated),14%&-19%,-4%,14%,-13%,x,0,7%&0%,3%,-3%&-3%
Brc1ccc(-c2noc3c2-c2nc(C4CCCCC4)sc2CC3)cc1,8%,x,x,-3%,x,-9,-16%,x,7%
CC(C)(C)OC(=O)N1CCC(C(=O)Nc2cccc(C(=O)NCCCc3ccccc3)c2)CC1,16%,x,x,-26%,x,2,-8%,x,1%
NC(=O)c1cc2ccc(O)cc2oc1=NCc1ccccc1,-7%[58.9 µM],753%[activator],-5%,-9%,6%,-1,-4%,-6%,-5%
CC(=O)N1CCCc2cc(S(=O)(=O)N3CCCC(C(=O)Nc4ccc(C)cc4C)C3)ccc21 (configuration not stated),25%&-12%,0%&6%,8%,-9%&-13%,46%&-12%,-4&5,-1%,1%&-1%,-3%&-4%
Cc1[nH]c2ccc(F)cc2c1CCN(Cc1ccncc1)C(=S)Nc1ccc(F)cc1,17%,-6%,-4%,-18%,-3%,-3,-1%,-4%,-6%
Cc1ccc(OCC(O)CN2CCN(CC(O)COC(C)C)CC2)c(C(C)(C)C)c1 (configuration not stated),5%,-3%,-2%,-15%,3%,0,-14%,-3%,-5%
CCCc1[nH]n(-c2ccc(F)cc2)c(=O)c1C=Nc1ccc(C)cc1,10%,-6%,0%,-7%,22%,-6,0%,2%,-3%
Cc1ccccc1CC(=O)Nc1cccc(S(=O)(=O)N2CCCC2)c1,18%,x,49%[activator],-25%,x,-4,-4%,x,-4%
c1nc(SSc2ncc3n[nH]nc3n2)nc2n[nH]nc12,u,x,x,x,x,-1,-20%,x,-4%
Cc1ccc(C(=O)N/C(=C\c2ccc(-c3ccc(Br)cc3)o2)C(=O)NC2CCS(=O)(=O)C2)cc1 (configuration not stated),23%,-2%,8%,-5%,7%,-3,-5%,-3%,-5%
Cc1nc(C)n(CC(=O)c2ccc(Cl)cc2Cl)n1,88%[activator],-1%,0%,5%,1%,-2,-14%,0%,-5%
Cc1cccc(N2CCN(S(=O)(=O)c3ccc4[nH]c(=O)c(=O)[nH]c4c3)CC2C)c1 (configuration not stated),x,u,u,x,25µM*,x,x,u,x
O=C(CN1C(=O)C2CC=CCC2C1=O)Nc1ccc(S(=O)(=O)Nc2ncccn2)cc1 (configuration not stated),u,1%,3%,7%,6%,-6,-19%,-1%,-1%
CCOC(=O)N1CCN(c2nnc(-c3ccc(C)cc3)c3ccccc23)CC1,42%[activator],-15%,-2%,-21%,u,-10,-1%,-3%,-8%
CCCc1nnc(SCC(=O)Nc2ccc3c(c2)OCCO3)n1CCOC,65%[activator],-5%,7%,2%,43%,-19,-3%,-6%,-2%
N/C(=N\OC(=O)c1cc(-c2ccccc2)nc2ccccc12)c1ccccn1,-1%,0%,u,-17%,2%,-3,-4%,4%,1%
O=C(COC(=O)c1ccc(O)cc1)NCc1ccc2c(c1)OCO2,2%,-22%,-3%,-24%,0%,-6,-1%,2%,-4%
CCc1ccc(CNC(=O)c2cc3n(n2)CCCN(Cc2ccccc2)C3=O)cc1,22%,2%,x,-17%,1%,0,-8%,-3%,0%
CNC(=O)/C(C#N)=c1\s/c(=C/C(=O)OC)c(=O)n1-c1ccccc1,5%,-8%,-4%,2%,55%[activator],7,-8%,-3%,-2%
CCOC(=O)c1sc(NC(=O)CN2C(=O)NC3(CC(C)CC(C)(C)C3)C2=O)c(C(=O)OCC)c1C (configuration not stated),24%,-12%,-7%,-10%,19%,-5,-13%,-5%,2%
CC(C)(C)OC(=O)C[C@H]1C/C=C\C[C@H](CC(=O)N(CCO)Cc2ccccc2)C(=O)NCCOC1=O,10%,x,-23%,5%,x,3,2%,x,-2%
COc1ccc(C(=O)c2sc3nc(-c4ccc(F)cc4)ccc3c2N)cc1,-20%,175%[activator],x,-8%,3%,2,-22%,-2%,-6%
O=C(O)CCCn1cc(NC(=O)COc2ccc(F)cc2F)cn1,3%,0%,23%,-9%,14%,12,-6%,-3%,-3%
CCN(CC)S(=O)(=O)c1ccc(N2CCOCC2)c(NC(=O)CC23CC4CC(CC(Br)(C4)C2)C3)c1,17%,-10%,2%,-21%,-16%,-6,-5%,-5%,-4%
CCN(C(=O)c1cn(-c2ccc(OC)cc2)c(=O)c2ccccc12)c1cccc(Cl)c1,12%,39%[activator],x,-18%,-1%,-6,-18%,-11%,-4%

# Two records picked at random from the list so far:
SMILES,POLI inh,Anesthetic bind,APE1 inh,Pol eta inh,POLB inh,LDHA inh,POLK inh,BLM inh,GRP78 ERSR act
O=C(CN1C(=O)C2CC=CCC2C1=O)Nc1ccc(S(=O)(=O)Nc2ncccn2)cc1 (configuration not stated),u,1%,3%,7%,6%,-6,-19%,-1%,-1%
Cc1ccc(OCC(O)CN2CCN(CC(O)COC(C)C)CC2)c(C(C)(C)C)c1 (configuration not stated),5%,-3%,-2%,-15%,3%,0,-14%,-3%,-5%

# This is a subset; rates above refer to the full screens.
